MCF10A rereplic: inducers of DNA re-replication in MCF 10A breast cells | MCF 10A DNA re-replication, Hoechst nuclear intensity, 48 h | Potency, µM (titrated, usually from 46.1 µM), without a hit: at the highest dose activity, positive = re-replication, most hits filed as activators | 350,000 tested, 2.9% active | AID 624296; also: potency is read from the fitted curve at half-maximal effect; % of control where 0% means no effect; nearly all actives have a fitted effect of over 50% in size
HT1080-NT tox: kills 2HG-producing HT-1080-NT fibrosarcoma cells | HT-1080-NT fibrosarcoma viability, CellTiter-Glo ATP luminescence, 48 h | Potency, µM (highest dose often 46.1 µM), without a hit: top-dose activity, negative = less viability, usual class: cytotoxic | 360,000 tested, 1.6% active;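 also: NT is the 2HG producing partner of a matched IDH1 knockdown line; potency is read from the fitted curve at half-maximal effect; 0% = DMSO-treated cells and -100% = media-only wells without cells; nearly all actives have a fitted effect of over 55% in size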
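Toxicity toward the 2HG-producing NT line was scored as %Activity, normalised to DMSO and no-cell wells, from CellTiter-Glo luminescence after 48 hours' treatment.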
KB-3-1 cytotox: KB-3-1 parental cell cytotoxicity. KB-3-1 viability, CellTiter-Glo ATP luminescence, 72 h. Potency, µM (doses to about 46.1 µM), without a hit: at the highest dose activity change, negative = cytotoxic, most hits filed as cytotoxic. 400,000 tested, 1.4% active. AID 1347075; also: potency is read from the fitted curve at half-maximal effect; % is scaled to controls: 0 for no effect and ±100 for the full control effect; nearly all actives have a fitted effect of over 60% in size
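Parental KB-3-1 viability, qHTS format: 72 h compound exposure, 37 °C; CellTiter-Glo; media-only wells and DMSO plates as controls; concentration-effect fits on corrected data.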
SW480 rereplic: induces DNA re-replication in SW480 colon adenocarcinoma cells. Potency, µM (doses to about 46.1 µM), without a hit: at the top dose re-replication activation, actives largely listed as activators. 340,000 tested, 1.8% active. SW480 DNA re-replication, Hoechst DNA content imaging, 48 h. AID 624297; also: potency is read from the fitted curve at half-maximal effect; % of control where 0% means no effect; nearly all actives have a fitted effect of over 55% in size
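250 cells/well; 23 nL cpd via pin tool; 48 hr, 37 C, 5% CO2; Hoechst 40 min; imager read of total nuclear intensity, ex 405/em 500-530 nm.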
ATXN2 expr inh: ATXN2 expression inhibition. Potency, µM (series often up to 57 µM), inactives show at the top dose activity change, negative = inhibition, hits mostly inhibitors. 360,000 tested, 0.72% active. HEK-293 ATXN2-luciferase reporter, luminescence, 24 h; also: potency is read from the fitted curve at half-maximal effect; % is scaled to controls: 0 for no effect and ±100 for the full control effect; nearly all actives have a fitted effect of over 55% in size
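qHTS (up to 57 uM final) was run with 24 h compound exposure of reporter cells at 37 °C. Each well was multiplexed: SteadyGlo luminescence measured ATXN2-luciferase expression after a fluorogenic Gly-Phe-AFC viability readout (25 uM final).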
KB-V1 MDR tox: kills drug-selected multidrug resistant KB-V1 cells; KB-V1 MDR cells viability, CellTiter-Glo, 72 h; 400,000 tested, 3.4% active; AID 1347076; Potency, µM (doses to about 46.1 µM), without a hit: top-dose activity change, negative = cytotoxicity, actives largely listed as cytotoxic; also: potency is read from the fitted curve at half-maximal effect; % is scaled to controls: 0 for no effect and ±100 for the full control effect; nearly all actives have a fitted effect of over 60% in size
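Following 72 h at 37 degrees C with compound, KB-V1 cell viability was read by CellTiter-Glo luminescence, medium being phenol-red-free DMEM plus 10% FBS; concentration-response parameters came from normalized, curve-fitted qHTS data.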
WRN inhibitor: WRN helicase (human) inhibition. WRN helicase unwinding, fluorescent forked duplex, kinetic. Potency, µM (highest dose often 114 µM), for the others: at the top dose activity change, negative = inhibition, most hits filed as inhibitors. 360,000 tested, 0.46% active; also: potency is read from the fitted curve at half-maximal effect; % is scaled to controls: 0 for no effect and ±100 for the full control effect; nearly all actives have a fitted effect of over 55% in size
Target sequence (Q14191 whole entry, looked up): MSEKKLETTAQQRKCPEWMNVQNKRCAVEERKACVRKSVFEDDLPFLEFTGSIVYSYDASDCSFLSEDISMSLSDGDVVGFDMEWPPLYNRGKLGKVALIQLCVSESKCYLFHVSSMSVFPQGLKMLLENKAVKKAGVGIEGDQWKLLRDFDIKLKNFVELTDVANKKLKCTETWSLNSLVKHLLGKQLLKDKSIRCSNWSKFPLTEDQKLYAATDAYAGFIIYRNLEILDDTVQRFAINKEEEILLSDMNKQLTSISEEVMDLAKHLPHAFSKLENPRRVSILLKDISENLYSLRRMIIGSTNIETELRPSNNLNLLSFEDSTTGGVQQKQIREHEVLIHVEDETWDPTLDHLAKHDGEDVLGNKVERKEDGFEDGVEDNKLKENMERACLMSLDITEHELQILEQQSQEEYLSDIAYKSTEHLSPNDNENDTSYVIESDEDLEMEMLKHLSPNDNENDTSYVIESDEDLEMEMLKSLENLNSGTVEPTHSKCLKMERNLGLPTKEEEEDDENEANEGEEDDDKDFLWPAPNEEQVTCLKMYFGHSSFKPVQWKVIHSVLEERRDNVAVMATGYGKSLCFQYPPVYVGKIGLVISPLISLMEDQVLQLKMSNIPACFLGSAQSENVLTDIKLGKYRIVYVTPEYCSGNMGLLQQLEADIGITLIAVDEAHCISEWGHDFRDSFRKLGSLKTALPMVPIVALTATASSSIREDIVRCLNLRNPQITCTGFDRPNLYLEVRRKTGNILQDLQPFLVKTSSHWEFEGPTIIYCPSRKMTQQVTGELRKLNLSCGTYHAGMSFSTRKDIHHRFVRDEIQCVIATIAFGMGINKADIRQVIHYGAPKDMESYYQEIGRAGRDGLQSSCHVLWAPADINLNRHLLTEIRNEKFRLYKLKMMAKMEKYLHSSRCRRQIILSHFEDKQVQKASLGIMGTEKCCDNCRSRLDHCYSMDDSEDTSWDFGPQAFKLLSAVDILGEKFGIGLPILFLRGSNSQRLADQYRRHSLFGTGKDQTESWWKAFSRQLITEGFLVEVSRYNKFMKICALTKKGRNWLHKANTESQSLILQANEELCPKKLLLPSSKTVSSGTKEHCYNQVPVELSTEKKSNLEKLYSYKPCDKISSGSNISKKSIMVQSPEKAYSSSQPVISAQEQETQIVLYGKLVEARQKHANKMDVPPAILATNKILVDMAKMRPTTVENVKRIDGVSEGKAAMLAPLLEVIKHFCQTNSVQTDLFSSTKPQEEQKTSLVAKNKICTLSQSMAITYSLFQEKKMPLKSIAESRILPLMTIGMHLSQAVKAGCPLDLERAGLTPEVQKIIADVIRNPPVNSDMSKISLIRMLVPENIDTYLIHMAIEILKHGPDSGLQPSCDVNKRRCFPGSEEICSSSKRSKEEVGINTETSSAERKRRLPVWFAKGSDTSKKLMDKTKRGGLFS
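Primary qHTS, 1536-well format. 20 nM WRN + compound, 15 min RT; start with 100 nM forked fluorophore/quencher duplex, 2 mM ATP (final); kinetic read ex 525/em 598 nm.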
HT1080 IDH1KD tx: toxicity to HT-1080 IDH1 knockdown cells (counter line) | HT-1080 IDH1 knockdown viability, ATP luminescence, 48 h | Potency, µM (top dose mostly 46.1 µM), for the others: at the top dose activity, negative = toxicity, usual class: cytotoxic | 360,000 tested, 2% active | AID 686971;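 also: potency is read from the fitted curve at half-maximal effect; 0% = DMSO wells and -100% = cell-free medium wells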
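% activity derives from luminescence (CellTiter-Glo), normalised to DMSO and no-cell wells. HT-1080-IDH1KD cells, 750/well, had 48 h compound exposure at 37 °C.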
IL-1B inflam inh: inhibitors of inflammasome signaling (IL-1 beta secretion); 360,000 tested, 4.7% active; AID 743279; activity change, % at 57.5 µM; THP-1 LPS/ATP IL-1B secretion, AlphaLISA, 16 h; hits give low values; in the data active = activity change below about -50%; inconclusive = mostly about -30% to -49%; also: % is scaled to controls: 0 for no effect and ±100 for the full control effect
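Secreted IL-1B measured by AlphaLISA bead assay after 16 h compound exposure of THP-1 cells; compounds (final up to 57.5 uM) added 1 h before LPS (250 ng/mL) and ATP (1.25 mM) stimulation; lower signal means less secretion.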
Starred values were filed as active, the others as inactive; ? = inconclusive; . = not tested or not shown; & = joins results of further samples; ! = a repeat was not active; [ ] = dose if it differs, or a comment. Unless noted, calls follow the shape of the dose curve; as a rule, active = well fitted curve in the direction sought with a large enough effect; inconclusive = small, poorly fitted or top-dose-only effect, or another doubt; inactive = no such curve, though single readings can be large; an effect the other way counts as inactive or inconclusive.

SMILES	MCF10A rereplic	HT1080-NT tox	KB-3-1 cytotox	SW480 rereplic	ATXN2 expr inh	KB-V1 MDR tox	WRN inhibitor	HT1080 IDH1KD tx	IL-1B inflam inh
COC(=O)C1=C(C)NC(C)=C(C(=O)OC)C1c1ccccc1[N+](=O)[O-]	?	?	-1.5%&-11.7%&-14.5%	?	?	8.2µM*!	4.4%	3.66µM*	0.0
C=CCC1(CN2CCCCCC2=O)C(=O)NC(=O)NC1=O	-0.7%	11.3%	6.0%	-2.2%	0.3%	7.9%	0.3%	-1.3%	11.8
CC1(C)C2([N+](=O)[O-])CN3CN(C2)CC1([N+](=O)[O-])C3	4.6%	0.2%	16.7%	18.9%	-5.5%	8.4%	-6.6%	11.4%	14.0
COc1ccc(NC(=O)c2cn(CCC#N)nc2-c2ccc([N+](=O)[O-])cc2)cc1	?	?	-0.8%	-1.5%	-5.0%	4.0%	-3.0%	?	29.5
COC(=O)C1=C(c2ccccc2OCc2ccccc2)C[C@@H]2CC[C@H]1N2C	.	-7.6%	-5.4%	.	-10.7%	-7.3%	-5.5%	-12.7%	-15.3
O=C(Nc1cccc(Br)c1)c1c(O)c2c(n(Cc3ccccc3)c1=O)CCCC2	-0.9%	0.6%	1.3%	?	.	4.3%	3.2%	7.1%	12.3
O=C(Cc1ccccc1)N1CCN(Cc2cccc(Cl)c2)CC1	-1.1%	9.2%	14.0%	1.0%	-25.0%	-17.7%	-19.2%	?	-6.2
C[C@]12CCC(=O)C=C1C=C[C@@H]1[C@@H]2CC[C@@]2(C)[C@H]1CC[C@@]2(O)CCC(=O)O	4.8%	-6.7%	-0.1%	8.9%	-12.2%	-1.7%	-1.9%	0.3%	-12.5
N=c1sccn1Cc1ccccc1F	0.5%	7.7%	-4.5%	-1.1%	0.3%	-4.6%	13.4%	1.9%	4.1
COc1ccc(C)cc1NC(=O)N1CCC2(CC1)OCCO2	-3.3%	8.9%	-7.4%	8.7%	1.9%	-1.4%	1.8%	1.0%	12.1
CC(=Nc1ccccc1N)c1c(O)n(C)c(=O)n(C)c1=O	17.9%	0.5%	-4.1%	-13.2%	.	1.5%	2.9%	-1.0%	-6.4
COc1ccc(NS(=O)(=O)c2ccc(OCC(=O)N3CCN(C)CC3)cc2)cc1Cl	3.0%	-8.0%	-2.1%	-3.7%	-12.1%	0.0%	7.2%	1.9%	9.9
CCC(=NCc1ccco1)c1c(O)n(Cc2ccccc2)c(=O)[nH]c1=O	16.0%	-1.0%	?	-3.0%	-1.0%	3.66µM*	-8.0%	-7.0%	-2.7
CC(=O)c1cccc(-c2ccnc3c2CC(C(=O)NCCc2ccccc2)O3)c1 (stereo unspecified)	.	?	2.31µM*	.	5.7%	3.26µM*	-3.7%[57.1 µM]	?	93.1
Cc1ccc2c(c1)c(C1=c3ccccc3=NC1=O)c(O)n2C	?	0.0%	2.0%	25.2%	.	3.8%	0.8%	-3.6%	-14.9
CC(C)c1cccc(C(C)C)c1O	-5.6%	11.5%	0.0%	-23.9%	0.8%&2.7%&-2.3%	7.2%	2.2%	0.7%	10.9
CN=C1CN(O)C(c2ccccc2)c2cc(Cl)ccc2N1 (stereo unspecified)	-6.1%	-1.9%	23.2%	-6.4%	-23.1%	-6.2%	3.0%	-10.0%	-4.7
CCCCCCn1c(O)c(C(C)=NC)c(=O)[nH]c1=O	8.4%	-2.0%	4.7%	2.2%	21.7%	?	-11.2%	4.8%	-14.5
ClC1=CCC2CN(CCN3CCCCC3)CC2C1 (stereo unspecified)	1.1%	8.2%	-3.7%	-5.3%	-11.2%	1.2%	-1.5%	2.7%	11.0
Cc1cccc(-n2c(O)c(C)c(=O)[nH]c2=S)c1	-4.1%	-1.3%	-1.4%	10.7%	1.2%	-1.0%	1.6%	-0.2%	17.8
CCOC(=O)c1cc2c(cn1)[nH]c1ccccc12	9.4%&-7.1%	0.3%	0.0%	-12.2%&-12.0%	36.4%[activator]	-12.2%	9.0%	-6.5%	4.9
N#CC(C#N)=NNc1ccc(S(N)(=O)=O)cc1	2.1%	-0.2%	4.2%	-11.0%	6.3%	7.2%	56.2µM*	-1.0%	11.9
CC(CC(C)(C)N1CC1)=NNC(=O)Nc1cccc2ccccc12	?	6.8%	?	?	?	?	7.4%	0.2%	-16.7
Cc1cccc(OCC(=O)Oc2ccc(Cl)cc2)c1	-1.6%	-23.1%	4.5%	-79.2%[inhibitor]	-1.0%	1.0%	-6.8%	4.3%	4.5
COc1ccc(NC(=O)c2cn(CCC#N)nc2-c2ccc(OC)c(OC)c2)cc1	6.51µM*	2.8%	-10.5%	-42.8%[inhibitor]	-6.7%	-0.2%	3.8%	7.3%	7.4
O=Cc1cn(Cc2ccccc2[N+](=O)[O-])c2ccccc12	24.8%	?	-18.7%	-5.0%	-28.7%[11.3 µM]	?	-31.0%[57.1 µM]	-29.8%	?
O=C1NC(=O)N(CCNc2ncc(C(F)(F)F)cc2Cl)C(=O)C1Cc1ccc(Cl)cc1 (stereo unspecified)	5.3%	-7.3%	-0.6%	0.8%	-17.7%[11.3 µM]	1.8%	-11.8%[57.1 µM]	-4.3%	3.0
CCN(CC)c1ccc(/C=C2\C(=O)NC(=S)N(c3ccc(OC)cc3OC)C2=O)o1	14.8%	-2.1%	-17.5%	-0.3%	-14.0%	11.2%	-34.8%	-8.8%	12.6
CCOC(=O)c1cc(CC)sc1/N=C/c1c(O)[nH]c(=S)[nH]c1=O	-7.1%	-5.7%	5.1%	-3.3%	-0.2%	-2.1%	-27.6%	-8.4%	-12.3
COC(=O)N(c1ccc(OC)cc1)P1(=S)OCCC(C)O1 (stereo unspecified)	-3.5%	1.8%	-1.1%	-1.9%	-1.3%	-8.4%	-25.2%	7.2%	-18.1
Cc1c(C=O)c2ccccc2n1Cc1ccccc1F	2.8%	-19.3%	?	-2.1%	-18.0%	?	5.8%	-4.1%	2.5
CCOC(=O)[C@]12Cc3ccc(C)cc3[C@H]1N(C1CCCCC1)C(=O)c1ccccc12	.	8.2µM*	1.16µM*	.	11.2µM*	2.31µM*	-3.0%	5.8µM*	-117.8*
CC(C)c1ccc(N2C(=O)NC(=O)/C(=C\c3cnc(-c4ccccc4)nc3)C2=O)cc1	4.0%	0.0%	-10.1%	-3.2%	13.7%	?	?	10.4%	-4.1
Cc1sc2ncnc(N3CCC(C(=O)Nc4ccc(C#N)c(Cl)c4)CC3)c2c1C	13µM*	?	-1.5%	0.0%	?	8.0%	-4.4%	?	11.9
O=C1NC(=S)NC(=O)C1=Cc1cccn1-c1ccc(O)cc1	?	?	?	-10.0%	23.8µM*	-9.4%	44.7µM*	23.1µM*	-102.0*
CNC(=S)NC1CC2CCCC(C1)N2CC(C)C (stereo unspecified)	3.2%	2.8%	9.9%	2.9%	0.8%	5.3%	-10.5%	13.2%	-10.3
CC(Cc1ccccc1)NC(=O)CCCCC(=O)NC(C)Cc1ccccc1 (stereo unspecified)	0.3%	-4.8%	-9.1%	16.0%	-4.7%	-21.3%	10.1%	-3.7%	5.6
NC12CN3CN(CN(C3)C1)C2 (tested in a mixture with another compound)	-10.8%	-6.3%	6.3%	-10.2%	4.2%	4.3%	-1.0%	25.5%	-4.6
CN(C)C(=O)Oc1ccc2c(c1)O/C(=C\c1ccc(Cl)cc1)C2=O	0.5%	5.0%	-1.7%	-21.1%	.	28.0%	5.7%	5.6%	-1.9
COc1ccc(C(O)CNC(C)C)c(F)c1OC (stereo unspecified)	?	.	29.6%	5.1%	-4.1%	0.9%	.	.	.
O=C(c1ccc(-c2ccccc2)c(F)c1)C1CCCN(CCO)C1 (stereo unspecified)	?	?	-17.8%	-2.7%	22.3%	1.0%	0.1%	?	-74.6*
CC(C)Oc1ccc(Cc2c(O)[nH]c(=O)[nH]c2=O)cc1	13.5%	0.6%	22.3%	13.4%	-9.8%	-6.4%	-13.8%	-1.0%	14.7
CCc1cc2c(s1)N(CC(=O)OC)C(=O)CN=C2c1ccccc1OC	3.4%	-1.5%	?	6.1%	3.8%	0.0%	2.8%	-1.4%	3.3
CCC1(c2ccccc2)C(=O)N(COC)C(=O)N(COC)C1=O	2.7%&16.0%	15.4%	0.0%	?	3.9%&5.9%	-0.3%	-0.3%	13.4%	3.5
O=C(N/N=C/c1ccccc1OC(=O)N1CCOCC1)c1cccs1	3.6%	-15.2%	-6.2%	?	9.7%	-13.1%	4.9%[57.1 µM]	?	126.0
CSCCC(c1nnnn1C1CCCCC1)N1CCC(n2c(=O)[nH]c3ccccc32)CC1 (stereo unspecified)	.	?	-0.1%	.	?	-18.4%	-13.3%	?	-23.0
COc1ccc2[nH]c(C)c(CCNCc3cc(OC)c4c(c3)OCO4)c2c1	?	-26.6%	-29.4%	12.8%	-38.5%	-29.6%	0.9%	-24.0%	-8.9

3 compounds picked at random from the list so far:
SMILES	MCF10A rereplic	HT1080-NT tox	KB-3-1 cytotox	SW480 rereplic	ATXN2 expr inh	KB-V1 MDR tox	WRN inhibitor	HT1080 IDH1KD tx	IL-1B inflam inh
CC(C)Oc1ccc(Cc2c(O)[nH]c(=O)[nH]c2=O)cc1	13.5%	0.6%	22.3%	13.4%	-9.8%	-6.4%	-13.8%	-1.0%	14.7
CC(Cc1ccccc1)NC(=O)CCCCC(=O)NC(C)Cc1ccccc1 (stereo unspecified)	0.3%	-4.8%	-9.1%	16.0%	-4.7%	-21.3%	10.1%	-3.7%	5.6
CN(C)C(=O)Oc1ccc2c(c1)O/C(=C\c1ccc(Cl)cc1)C2=O	0.5%	5.0%	-1.7%	-21.1%	.	28.0%	5.7%	5.6%	-1.9

An excerpt. The share of hits here may be higher or lower than overall.
